High-throughput results as filed in PubChem BioAssay.
M4 antag: antagonists of human muscarinic M4 receptor (CHRM4); hit rate 0.73% among 360,000; P08173; AID 624125; CHO-hM4 cells, ACh EC80, Fluo-8 calcium fluorescence; inhibition, % at 3 µM;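 active = inhibition above its plate's cutoff, the mean inhibition of sample wells plus 3 SD, cut at about 27% in these data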;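 note: 0% = acetylcholine EC80 with DMSO and 100% = DMSO without agonist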
Target sequence (P08173 whole entry, looked up): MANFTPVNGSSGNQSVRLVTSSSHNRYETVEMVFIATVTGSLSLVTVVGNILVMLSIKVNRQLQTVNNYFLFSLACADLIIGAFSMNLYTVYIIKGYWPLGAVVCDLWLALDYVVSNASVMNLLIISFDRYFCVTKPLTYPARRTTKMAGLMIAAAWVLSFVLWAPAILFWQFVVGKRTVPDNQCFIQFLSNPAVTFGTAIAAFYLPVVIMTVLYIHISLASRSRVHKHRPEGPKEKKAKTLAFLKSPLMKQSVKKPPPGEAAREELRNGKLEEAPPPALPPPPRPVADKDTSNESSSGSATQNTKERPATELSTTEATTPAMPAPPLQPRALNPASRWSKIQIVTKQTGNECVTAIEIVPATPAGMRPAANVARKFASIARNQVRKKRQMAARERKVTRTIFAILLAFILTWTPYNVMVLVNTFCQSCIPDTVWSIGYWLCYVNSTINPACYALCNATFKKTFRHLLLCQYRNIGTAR
CHRM4 agonist: CHRM4 agonism in calcium assay. P08173. activation, % at 3 µM. CHO-K1 hM4/Gqi5, Fluo-8 calcium fluorescence; vehicle 0%, full acetylcholine response 100%. hit rate 0.14% among 360,000;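 active = activation above the run mean over all test wells plus 3 SD, cut at about 32% in these data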;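 note: peak over basal fluorescence ratio per well then scaled between controls; 0% = DMSO wells and 100% = acetylcholine at EC100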
CHRM5 antagonist: blocks acetylcholine activation of human M5 receptor | inhibition, % at 3 µM | hit rate 0.59% among 360,000 | CHO-hM5 cells, Fluo-8 calcium fluorescence, ACh EC80 | P08912;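 active = inhibition above a per-plate cutoff, the mean of that plate's test compounds plus 3 SD, cut at about 27% in these data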;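 note: 0% = acetylcholine EC80 with DMSO and 100% = DMSO without agonist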
M1 PAM: positive allosteric modulators of human M1 muscarinic receptor | CHO-K1 hM1, Fluo-8 calcium fluorescence, ACh EC20; 0% = ACh EC20, 100% = maximal ACh | activation, % at 3 µM | hit rate 0.088% among 360,000 | AID 588819; in the data active = activation above about 19%, passing the limit was not always enough
Target sequence (P11229 whole entry, looked up): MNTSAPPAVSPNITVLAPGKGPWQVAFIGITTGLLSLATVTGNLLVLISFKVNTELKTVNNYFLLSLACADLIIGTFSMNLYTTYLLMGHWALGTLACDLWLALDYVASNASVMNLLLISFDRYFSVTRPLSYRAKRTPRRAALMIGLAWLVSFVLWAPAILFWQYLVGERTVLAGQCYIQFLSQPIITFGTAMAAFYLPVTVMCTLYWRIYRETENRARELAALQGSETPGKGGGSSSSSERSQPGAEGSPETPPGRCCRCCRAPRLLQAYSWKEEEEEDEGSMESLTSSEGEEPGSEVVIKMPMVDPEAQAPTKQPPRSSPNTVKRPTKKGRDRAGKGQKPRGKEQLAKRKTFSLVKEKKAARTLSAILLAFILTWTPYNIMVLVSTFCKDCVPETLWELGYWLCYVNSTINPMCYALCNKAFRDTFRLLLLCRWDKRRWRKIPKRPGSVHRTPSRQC
CHRM5 agonist: CHRM5 agonism in calcium assay; CHO-K1 hM5 cells, Fluo-8 calcium fluorescence; 0% DMSO wells, 100% maximal acetylcholine response; hit rate 0.19% among 360,000; activation, % at 3 µM;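 active = activation above the run's mean over test compounds plus 3 SD, cut at about 23% in these data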;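 note: signal is peak over basal fluorescence ratio across the kinetic read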
CRFR2-BP ag: agonists of human CRF-binding protein/CRF-R2 receptor complex | activation, % at 13.2 µM | HEK293 CRF-R2/CRF-BP, calcium dye fluorescence (FLIPR); percent of saturating CRF peptide response | hit rate 0.46% among 350,000;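 active = activation of at least 50%, plus an integration ratio under a set limit after plate pattern correction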;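 note: plate controls were neutral control wells without compound for no effect and CRF at EC100 for full effect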
CHRM4 PAM: potentiates acetylcholine response at human M4 receptor; CHO-K1 hM4/Gqi5, Fluo-8 calcium fluorescence, ACh EC20; 0% = ACh EC20, 100% = maximal ACh; activation, % at 3 µM; hit rate 0.4% among 360,000; AID 624126;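 active = activation above its plate's cutoff, the mean activation of sample wells plus 3 SD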; note: some results filed as inactive read as strong as hits
CHRM5 PAM: CHRM5 positive allosteric modulation; activation, % at 3 µM; AID 624038; hit rate 0.3% among 360,000; P08912; CHO-K1 hM5, Fluo-8 calcium, ACh EC20 PAM; 0% = ACh EC20, 100% = ACh EC100;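 active = activation above the run cutoff, the mean activation of all test compounds plus 3 SD, cut at about 18% in these data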
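Assay system: CHO-K1 hM5 cells. Also added: acetylcholine at EC20 concentration, added after compound. Dosing: 3 µM, single dose. Times: compound preincubation 140 s before EC20 acetylcholine addition. Signal: Fluo-8 calcium fluorescence. Measure: % activation relative to EC20 and EC100 ACh responses. Repeats: singlicate, one well per test compound.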
CHRM1 antagonist: antagonists of human M1 muscarinic receptor; CHO-K1 hM1, Fluo-8 calcium fluorescence, ACh EC80 antagonist; AID 588852; hit rate 1.3% among 360,000; inhibition, % at 3 µM;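 active = percent inhibition above its own plate's cutoff, namely the mean of that plate's compound wells plus 3 SD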;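 note: peak over basal fluorescence ratio during 140 s after agonist addition; 0% = ACh EC80 plus DMSO and 100% = DMSO alone without agonist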
An asterisk follows results filed as active; · = not tested or not shown.

M4 antag	CHRM4 agonist	CHRM5 antagonist	M1 PAM	CHRM5 agonist	CRFR2-BP ag	CHRM4 PAM	CHRM5 PAM	CHRM1 antagonist	smiles
-10	2	-1	0	-3	-0.7	2	6	-8	O=C(CSc1nnnn1-c1ccccc1)NC1CCCc2ccccc21 (centres undefined)
1	1	-4	9	-3	0.1	6	2	-11	O=C(N/N=C/c1ccncc1)c1ccccn1
4	0	-1	-5	2	0.6	6	2	19	O=c1c2c3c(sc2nc2n1CCCC2)CCCC3
9	17	13	5	6	2.1	-7	-10	0	Cc1ccc2cc(CN(CCN(C)C)C(=O)Nc3ccc(Cl)cc3)c(=O)[nH]c2c1
1	3	3	2	0	-0.8	0	-6	6	CC(=O)Nc1ccc(NC(=O)[C@@H]2CCCN2S(=O)(=O)c2ccc3c(c2)OCCO3)cc1
-31	0	12	1	-2	0.2	5	-5	0	CCN(Cc1ccccc1)S(=O)(=O)c1cc(C(=O)NCCCN(C)C)ccc1OC
1	2	0	3	-2	0.6	-6	3	1	O=C(NCc1ccc2c(c1)OCO2)c1nc(Cn2cc([N+](=O)[O-])cn2)no1
-12	5	2	11	-1	-0.8	12	6	-7	Cc1cccc(OC(C)C(=O)N2CCN(Cc3ccc4c(c3)OCO4)CC2)c1 (centres undefined)
-3	1	6	6	1	1.6	2	6	-5	COCCN=C1NN=C(c2cc(C)n(CC3CCCO3)c2C)CS1 (centres undefined)
0	0	12	-12	-3	3.0	-1	-2	21	C[C@]12C(=O)N(c3ccc(Cl)cc3)C(=O)N1[C@@H]1c3ccccc3OC[C@@H]1[C@H]2c1ccccc1
6	-1	12	-6	-2	0.8	-5	-1	17	Cc1ccc2cc(C#N)c(NCc3ccccc3)nc2c1
9	0	-3	10	1	-1.4	16	4	-10	CC(C)CCN1CCNC(=O)C1CC(=O)Nc1ccc(F)cc1 (centres undefined)
-4	1	-5	6	1	0.2	2	-3	-14	Cc1cccc(CNC(=O)C2CCC(=O)N(CC3CCCCC3)C2)c1 (centres undefined)
5	1	4	25*	-1	-2.6	5	0	8	CCCCNCc1ccc(SC)cc1
-7	3	15	10	2	7.5	2	1	-15	O=C(NCC(F)(F)F)c1ccc(S(=O)(=O)Nc2ccccc2N2CCCC2)cc1
-8	7	8	-1	0	-0.8	-5	-7	6	O=C(Nc1ccccc1C(=O)N1CCOCC1)c1ccc(CSc2ccccc2)cc1
9	-1	13	5	-4	0.2	-11	-4	-14	CCCNC(=O)COc1coc(CN2CCN(Cc3ccccc3)CC2)cc1=O
0	0	6	2	-1	0.2	-2	1	-5	CC(C)c1ccccc1NC(=O)CN1C(=O)c2ccccc2C1=O
0	7	-1	-2	1	16	6	6	3	COc1ccc(-c2ccc3c(c2)S(=O)(=O)c2cccc(C(=O)NCCOc4ccccc4)c2C3=O)cc1OC
6	0	6	10	0	-0.7	6	-3	-10	Cc1cc(-c2nnc(SCC(=O)c3ccc4c(c3)OCCO4)o2)no1
-3	1	9	7	1	-1.1	1	-2	-5	CC(=O)COc1ncnc2c(Cl)cc(Cl)cc12
-2	0	8	5	0	-0.4	-6	-8	1	CCOC(=O)C1=C(c2ccc(O)cc2)NC(=O)NC1C (centres undefined)
-1	8	10	3	1	0.9	-10	-9	-10	CC(C)C(=O)NNC(=O)CN1CCN(c2nc(-c3ccccc3)cs2)CC1
3	0	4	6	0	1.7	2	1	-8	CCCC(c1nnnn1CCOC)N1CCN(C(=O)c2ccco2)CC1 (centres undefined)
-5	1	0	-1	1	-0.2	5	2	-13	Cc1cc(NC(=O)c2cnn3cccnc23)nn1CC(=O)Nc1cccnc1
-15	-2	-14	2	3	-1.2	14	14	-14	Cc1ccc(-n2nc(C(=O)O)c3ccccc3c2=O)cc1C
-8	7	4	7	3	-3.6	2	-1	-20	O=C(CSc1ccc2c(c1)OCCO2)Nc1ccccc1
-8	2	3	14	2	2.9	11	2	-26	c1ccc2ncccc2c1
4	1	6	3	2	-0.9	-5	-3	-4	COc1ccc(C(=O)Nc2c(O)ccc3ccccc23)cc1
13	1	0	5	-3	38	-3	-2	-12	COCCn1c(-c2ccc(C)cc2)nc2c(c(=O)c3ccccc3n2C)c1=O
-6	3	-3	4	-2	-0.5	14	-6	-2	CC(C)CC1NC(=O)N(CC(=O)Nc2ccc3c(c2)CCC3)C1=O (centres undefined)
-5	5	6	2	-2	-1.8	-7	-8	-7	Cc1ccc(SC[C@H](CC(C)C)N2CCN(CCc3ccccc3)CCC2=O)cc1
25	0	0	-33	-11	-2.1	-15	-2	79*	CSc1ccccc1C(=O)C1CCCN(Cc2c(C)n(C)n(-c3ccccc3)c2=O)C1 (centres undefined)
-6	0	2	7	0	0.4	9	4	-1	CCCC[C@@H]1CCCO[C@@](C(=O)NCc2cc(C)n(C)n2)(C(F)(F)F)C1
-7	-1	-2	-1	-9	-0.3	-3	-20	-5	O=C(c1cc2sccc2n1Cc1ccc(F)cc1)N1CCc2ccccc21
-2	1	12	6	-2	-1.4	-3	-6	0	Cc1ccc(/C=N/NC(=O)c2ccc(NC(=O)c3ccc(Cl)cc3)cc2)o1
-5	4	-11	1	-4	-2.0	7	-5	-1	CN(C)c1ccc(/C=N/NC(=O)CN(c2cccc(Cl)c2)S(C)(=O)=O)cc1Br
4	0	-11	11	0	-0.9	3	3	-3	O=C(NNS(=O)(=O)c1ccc(F)cc1)C1CC(c2cccnc2)=NO1 (centres undefined)
6	-1	10	-6	-12	-2.2	-1	-5	4	CN(Cc1ccco1)c1ncnc2ccc(-c3ccc4c(c3)OCO4)cc12
7	1	-1	0	-1	-0.9	-4	-8	7	O=C1c2ccccc2C(=O)N1CCCCN(C(=O)c1ccc(Cl)s1)c1ccc(Cl)cc1
0	1	1	16	1	-1.6	4	3	-15	C[n+]1cccc(C(=O)NNC(=O)C23CC4CC(CC(C4)C2)C3)c1
14	0	0	5	-1	1.2	-8	1	-4	CCCOCn1cc(F)c(=O)[nH]c1=O
6	0	-2	8	1	-1.4	7	1	-6	CCCNC(=O)COC(=O)c1[nH]c(C)c(C(=O)OCC)c1C
-2	0	10	9	2	·	2	2	-29	C[C@H](NC(=O)CC[C@H]1O[C@@H](n2ccc(=O)[nH]c2=O)[C@H](O)[C@@H]1O)C(=O)O
-6	12	4	4	3	0.2	-5	0	1	O=C(COC(=O)c1ccc(NS(=O)(=O)c2ccc(Br)s2)cc1)NC1CCCC1
2	2	-1	6	-1	-2.1	-6	-4	3	COc1cc(-c2nnc3sc(C4CCCCC4)nn23)cc(OC)c1OC
-22	1	-5	3	-1	3.0	11	5	-31	O=C1CSC(=S)N1CC1CCCO1 (centres undefined)
0	2	5	6	1	0.5	9	1	-32	O=C(CCc1ccccc1)Nc1ccc(S(=O)(=O)N2CCOCC2)cc1
-5	9	7	3	4	-0.1	0	-9	-3	O=C(Nc1nccs1)c1cccc(NC(=O)c2ccco2)c1
1	0	8	-12	-2	-1.1	-3	-11	-9	CCCOc1cc(N)ccc1C(=O)OCCN(CC)CC
0	2	-4	3	-4	0.1	6	8	-4	CC1(C(=O)Nc2ccc3c(c2)OCCO3)CC1(Cl)Cl (centres undefined)
-7	2	15	8	0	-1.4	8	-4	-4	NS(=O)(=O)c1cccc(NC(=O)CSc2ncc(C(F)(F)F)cc2Cl)c1
9	0	-7	-5	0	1.3	0	1	7	O=C1CCCc2[nH]nc(-c3cccnc3)c21
-8	1	4	11	-7	-1.3	13	15	-10	C=C(C)Cn1c(SCCN2CCOCC2)nc2c1c(=O)[nH]c(=O)n2C
-1	1	4	6	3	-1.2	6	-2	-10	Cc1ccc([C@@H]2[C@@H]3C(=O)N(C)C(=O)[C@@H]3[C@]3(C)C(=O)N(Cc4ccccn4)CC(=O)N23)o1
-7	2	7	2	1	0.1	7	2	-2	C=CCC[C@H](Cc1ccc(F)cc1)C(=O)OC[C@H](Cc1c[nH]c2ccccc12)NC(=O)[C@H](CC=C)CC(=O)N[C@H](CO)Cc1ccccc1
2	0	-3	11	-1	-1.2	2	2	-11	C[C@@H](NC(=O)[C@@H]1Cc2ccccc2CN1)C(=O)NC1CCCC1
-3	1	-7	5	-2	-0.2	2	1	-5	Cc1c(C(=O)OC(C)C)sc2nc[nH]c(=O)c12

A different layout for part of the listing above:
Order of results – M4 antag | CHRM4 agonist | CHRM5 antagonist | M1 PAM | CHRM5 agonist | CRFR2-BP ag | CHRM4 PAM | CHRM5 PAM | CHRM1 antagonist
C[C@H](NC(=O)CC[C@H]1O[C@@H](n2ccc(=O)[nH]c2=O)[C@H](O)[C@@H]1O)C(=O)O
→ -2 | 0 | 10 | 9 | 2 | · | 2 | 2 | -29
O=C(COC(=O)c1ccc(NS(=O)(=O)c2ccc(Br)s2)cc1)NC1CCCC1
→ -6 | 12 | 4 | 4 | 3 | 0.2 | -5 | 0 | 1
COc1cc(-c2nnc3sc(C4CCCCC4)nn23)cc(OC)c1OC
→ 2 | 2 | -1 | 6 | -1 | -2.1 | -6 | -4 | 3
O=C1CSC(=S)N1CC1CCCO1 (centres undefined)
→ -22 | 1 | -5 | 3 | -1 | 3.0 | 11 | 5 | -31
O=C(CCc1ccccc1)Nc1ccc(S(=O)(=O)N2CCOCC2)cc1
→ 0 | 2 | 5 | 6 | 1 | 0.5 | 9 | 1 | -32
O=C(Nc1nccs1)c1cccc(NC(=O)c2ccco2)c1
→ -5 | 9 | 7 | 3 | 4 | -0.1 | 0 | -9 | -3
CCCOc1cc(N)ccc1C(=O)OCCN(CC)CC
→ 1 | 0 | 8 | -12 | -2 | -1.1 | -3 | -11 | -9
CC1(C(=O)Nc2ccc3c(c2)OCCO3)CC1(Cl)Cl (centres undefined)
→ 0 | 2 | -4 | 3 | -4 | 0.1 | 6 | 8 | -4
NS(=O)(=O)c1cccc(NC(=O)CSc2ncc(C(F)(F)F)cc2Cl)c1
→ -7 | 2 | 15 | 8 | 0 | -1.4 | 8 | -4 | -4
O=C1CCCc2[nH]nc(-c3cccnc3)c21
→ 9 | 0 | -7 | -5 | 0 | 1.3 | 0 | 1 | 7
C=C(C)Cn1c(SCCN2CCOCC2)nc2c1c(=O)[nH]c(=O)n2C
→ -8 | 1 | 4 | 11 | -7 | -1.3 | 13 | 15 | -10
Cc1ccc([C@@H]2[C@@H]3C(=O)N(C)C(=O)[C@@H]3[C@]3(C)C(=O)N(Cc4ccccn4)CC(=O)N23)o1
→ -1 | 1 | 4 | 6 | 3 | -1.2 | 6 | -2 | -10
C=CCC[C@H](Cc1ccc(F)cc1)C(=O)OC[C@H](Cc1c[nH]c2ccccc12)NC(=O)[C@H](CC=C)CC(=O)N[C@H](CO)Cc1ccccc1
→ -7 | 2 | 7 | 2 | 1 | 0.1 | 7 | 2 | -2
C[C@@H](NC(=O)[C@@H]1Cc2ccccc2CN1)C(=O)NC1CCCC1
→ 2 | 0 | -3 | 11 | -1 | -1.2 | 2 | 2 | -11
Cc1c(C(=O)OC(C)C)sc2nc[nH]c(=O)c12
→ -3 | 1 | -7 | 5 | -2 | -0.2 | 2 | 1 | -5
